# bIAP inh = bovine intestinal alkaline phosphatase inhibitors, primary screen, selectivity assay for TNAP inhibitor project, biochemical, bovine IAP, CDP-star luminescence. alkaline phosphatase, intestinal [Bos taurus]. purified bovine IAP, 30 min. 190,000 tested, under 10 active. inhibition, % at 20 µM. AID 1019, 2008;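 active means over 50% inhibition of intestinal alkaline phosphatase at 20 µM in the single-dose screen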
#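 Assay system: bovine IAP enzyme; medium: DEA buffer 100 mM, pH 9.8, with MgCl2 1.0 mM, ZnCl2 0.02 mM; doses: 20 µM single dose; incubation: enzyme reaction for 30 min at room temperature; detection: CDP-star luminescence signal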
# PPARg SRC3 recr = PPARgamma agonists recruiting SRC-3 coactivator, primary screen, biochemical; Peroxisome proliferator-activated receptor gamma (Homo sapiens), P37231; biochemical PPARgamma/SRC-3 coactivator recruitment assay; activation, % at 8 µM; 200,000 tested, 0.26% active; in the data active means activation above about 23%;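 further: 0% = DMSO and 100% = reference agonist; some compounds past the cut are filed as inactive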
# Target sequence (P37231 whole entry, looked up): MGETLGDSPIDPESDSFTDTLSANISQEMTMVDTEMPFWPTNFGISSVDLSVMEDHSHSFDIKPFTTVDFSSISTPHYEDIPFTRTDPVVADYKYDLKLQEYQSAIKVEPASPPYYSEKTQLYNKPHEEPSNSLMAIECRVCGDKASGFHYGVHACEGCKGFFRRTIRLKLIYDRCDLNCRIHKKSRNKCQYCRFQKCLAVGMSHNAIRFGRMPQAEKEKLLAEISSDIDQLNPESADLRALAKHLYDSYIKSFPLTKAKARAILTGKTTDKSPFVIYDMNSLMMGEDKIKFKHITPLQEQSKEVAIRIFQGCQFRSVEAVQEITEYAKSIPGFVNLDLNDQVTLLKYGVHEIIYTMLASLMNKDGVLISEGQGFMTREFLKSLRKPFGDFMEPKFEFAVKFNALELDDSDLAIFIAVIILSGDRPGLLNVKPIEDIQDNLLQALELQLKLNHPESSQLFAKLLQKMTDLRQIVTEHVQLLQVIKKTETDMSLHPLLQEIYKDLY
# HMGR II inh = inhibitors of E. faecalis class II HMGR, primary screen, biochemical, Enterococcus faecalis; HMG-CoA reductase (Enterococcus faecalis, mvaE); purified E. faecalis HMGR, NADPH absorbance 340 nm kinetic; inhibition, % at 10 µM; 190,000 tested, 0.41% active;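 active means inhibition above a set limit, the median over all tested compounds plus 3 SD, cut at about 9.5% in these data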;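 further: enzyme runs in reverse so mevalonate oxidation gives rising NADPH absorbance; 0% = complete reaction with DMSO and 100% = background rate lacking mevalonate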
# TNAP inh noacc = human TNAP enzyme inhibitors, primary screen, biochemical, luminescent, no phosphate acceptor, uHTS; Alkaline phosphatase, tissue-nonspecific isozyme (Homo sapiens), P05186; purified TNAP, CDP-star luminescence, 30 min; inhibition, % at 20 µM; 200,000 tested, 0.26% active; AID 1012, 2008;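 active means tissue-nonspecific alkaline phosphatase inhibition above about 50% at 20 µM in the single-dose screen, limit read from the data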;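 further: 0% = DMSO negative control and 100% = EDTA positive control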
# TNAP inh hiacc = human TNAP enzyme inhibitors, primary screen, biochemical, luminescent, high phosphate acceptor level, uHTS | Alkaline phosphatase, tissue-nonspecific isozyme (Homo sapiens), P05186 | purified TNAP, CDP-star luminescence, 1 M DEA | inhibition, % at 20 µM | 200,000 tested, 0.03% active | AID 1135, 2008;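 active means over 50% inhibition of tissue-nonspecific alkaline phosphatase at 20 µM in the single-dose screen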;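 further: plate controls were DMSO wells for no effect and EDTA-quenched wells as full inhibition for full effect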
# TNAP act hi DEA = TNAP activators at high phosphate acceptor level, primary screen, biochemical, luminescence, uHTS; 200,000 tested, under 10 active; activation factor at 20 µM; purified TNAP, CDP-star luminescence, 1 M DEA, 30 min; active compounds read high; 0 = EDTA background, 1 = DMSO-only activity; AID 1136, 2008;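 active means activation factor at least 2 at 20 µM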
#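 Control set: EDTA negative control, DMSO positive control / Assay system: human TNAP / Quantity: TNAP 1/800 final / Evaluation: TNAP activation factor scaled between EDTA and DMSO control wells / Measured by: luminescent substrate turnover signal / Compound dosing: one dose, 20 µM / Times: 30 min enzyme reaction at room temperature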
# PPARg SRC-1 ag = PPARgamma agonists recruiting SRC-1 coactivator, primary screen, biochemical; 200,000 tested, 0.41% active; PPARgamma-SRC-1 coactivator recruitment biochemical assay; AID 631, 2007; activation, % at 8 µM; Peroxisome proliferator-activated receptor gamma (Homo sapiens), P37231; in the data active means activation above about 19%;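 further: 0% = DMSO and 100% = reference agonist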
# PPARg SRC2 recr = agonists of PPARg-SRC-2 recruitment, primary screen, biochemical, HTS; Peroxisome proliferator-activated receptor gamma (Homo sapiens), P37231; PPARgamma LBD-SRC-2 recruitment; activation, % at 8 µM; 200,000 tested, 0.34% active; in the data active means activation above about 22%;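 further: 0% = vehicle and 100% = reference agonist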
# bIAP activator = bovine intestinal alkaline phosphatase activators, primary screen, biochemical, bovine IAP, CDP-star luminescence; alkaline phosphatase, intestinal [Bos taurus]; purified bovine IAP, 30 min; active compounds read high; fold of DMSO-control signal, blank-subtracted; activation factor at 20 µM; 200,000 tested, 0.17% active; AID 1016, 2008;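 active means activation factor of 2 or more at 20 µM, a signal rise over negative controls twice the positive control's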
# TR-FRET SRC-2 ct = TR-FRET signal artefacts, primary screen, artefact control for PPARgamma SRC-2 agonist project, biochemical | TR-FRET artefact counter-screen; active compounds read high | TR-FRET ratio at 8 µM | 200,000 tested, 0.4% active | AID 1049, 2008; in the data active means TR-FRET ratio above about 2000; further: inactives centre near 1500
# Numbers without * were called inactive; x = not tested or not shown.
SMILES,bIAP inh,PPARg SRC3 recr,HMGR II inh,TNAP inh noacc,TNAP inh hiacc,TNAP act hi DEA,PPARg SRC-1 ag,PPARg SRC2 recr,bIAP activator,TR-FRET SRC-2 ct
O=C(Cc1ccc(F)cc1)N1CCC(N2CCC(C(=O)N3CCOCC3)CC2)CC1,-1,0,-4,-7,-1,1,-1,-2,1,1495
CCN(CC)CCOC(=O)c1ccc(Cl)cc1,5,5,1,-12,-5,1,1,2,0.9,1475
N#CC1=C(N)N2C(=C(C#N)C13CCN(Cc1ccccc1)CC3)Nc1ccccc12,-6,3,-2,3,-2,1,6,0,1.1,1546
COc1cccc(NC(=O)Nc2cc(C)ccc2F)c1,1,0,-2,-12,-2,1,7,1,1,1820
CCOc1ccc(-n2c(SCC(=O)NC3CCS(=O)(=O)C3)nnc2-c2cccnc2)cc1 (centres undefined),-1,-3,2,-13,-1,1,-2,1,1,1696
COc1cc(OC)cc(C(=O)OCC(=O)Nc2sccc2C(N)=O)c1,-7,2,0,2,-1,1,5,4,1.1,1545
Cc1nc(N2CCN(c3ccccn3)CC2)c2c(C)c(C(=O)Nc3ccccc3F)sc2n1,2,-1,-5,31,5,1,1,6,1,1649
CCC/C=N/NC(=O)c1ccc(F)cc1,-10,0,4,-8,-2,1,6,3,1.1,1436
Cc1ccc(/C(O)=C2\C(=O)C(=O)N(CC(C)O)C2c2ccccn2)cc1 (centres undefined),0,1,0,2,-12,1.1,7,1,1,1501
O=c1[nH]c(SCc2ccc(Cl)cc2)nc2ccccc12,22,1,-3,-4,0,1,2,2,0.8,1630
C=CCOC(=O)C1=C(C)Nc2nnnn2C1c1cc(OC)ccc1OC (centres undefined),-7,2,-5,-6,-2,1,1,4,1.1,1539
CN1C(=O)c2ccccc2C(C(=O)O)C1c1cn(C)c2ccccc12 (centres undefined),4,17,0,-2,3,1,12,6,1,1625
O=C1COc2ccc(C(=O)COC(=O)Cc3ccccc3F)cc2N1,-7,2,-5,-4,-4,1,-1,3,1.1,1478
NCCCC[C@H](NC(=O)C1CCNCC1)c1nnc(CN)o1,4,2,-1,-6,-7,1.1,-1,5,1,1393
O=C(CSc1nnc(-c2ccc(F)cc2)o1)Nc1ccccc1N1CCOCC1,x,10,x,x,x,x,2,10,x,1605
CCCC1CCC(c2ccc(/C(N)=N/O)cc2)CC1 (centres undefined),-5,2,8,-5,-6,1.1,2,-4,1.1,1615
Cc1ccc(OCC(=O)OC(C)CN(C)Cc2ccccc2)cc1 (centres undefined),13,-1,0,-19,-1,1,5,-7,0.9,1445
O=C(Cn1cnc2ccccc2c1=O)Nc1ccccc1N1CCOCC1,-4,1,0,-14,-2,1,-1,-8,1,1263
CCOC(=O)Nc1cccc(OCC(=O)Nc2ccc(OC)cc2OC)c1,x,11,2,x,x,x,-3,0,x,1483
COC(=O)CCC(=O)Nc1nnc(C(F)(F)F)s1,4,6,-1,-9,1,1,-2,7,1,1564
CCCn1c(C(C)NC(=O)c2ccccc2)nc2ccccc21 (centres undefined),7,1,-1,-11,-3,1,1,0,0.9,1589
CC(=O)c1ccc(N2C(=O)NC3(CCCCC3)C2=O)cc1,10,-2,1,-4,0,1,4,-4,0.9,1347
CCOC(=O)CC(=O)Nc1nnc(C(C)C)s1,-1,-2,-1,-11,-6,1.1,-4,3,1,1593
CCCCOc1ccc(N(CC(=O)NC2CCCC2)C(=O)CCC(=O)Nc2ccccn2)cc1,18,-5,-8,-11,-5,1.1,4,6,0.8,1542

# Structural class, the entries above with sulfur
SMILES,bIAP inh,PPARg SRC3 recr,HMGR II inh,TNAP inh noacc,TNAP inh hiacc,TNAP act hi DEA,PPARg SRC-1 ag,PPARg SRC2 recr,bIAP activator,TR-FRET SRC-2 ct
CCOc1ccc(-n2c(SCC(=O)NC3CCS(=O)(=O)C3)nnc2-c2cccnc2)cc1 (centres undefined),-1,-3,2,-13,-1,1,-2,1,1,1696
COc1cc(OC)cc(C(=O)OCC(=O)Nc2sccc2C(N)=O)c1,-7,2,0,2,-1,1,5,4,1.1,1545
Cc1nc(N2CCN(c3ccccn3)CC2)c2c(C)c(C(=O)Nc3ccccc3F)sc2n1,2,-1,-5,31,5,1,1,6,1,1649
O=c1[nH]c(SCc2ccc(Cl)cc2)nc2ccccc12,22,1,-3,-4,0,1,2,2,0.8,1630
O=C(CSc1nnc(-c2ccc(F)cc2)o1)Nc1ccccc1N1CCOCC1,x,10,x,x,x,x,2,10,x,1605
COC(=O)CCC(=O)Nc1nnc(C(F)(F)F)s1,4,6,-1,-9,1,1,-2,7,1,1564
CCOC(=O)CC(=O)Nc1nnc(C(C)C)s1,-1,-2,-1,-11,-6,1.1,-4,3,1,1593

# Exported with values under each structure: entries from further up
# Each structure is followed by: bIAP inh | PPARg SRC3 recr | HMGR II inh | TNAP inh noacc | TNAP inh hiacc | TNAP act hi DEA | PPARg SRC-1 ag | PPARg SRC2 recr | bIAP activator | TR-FRET SRC-2 ct
Cc1nc(N2CCN(c3ccccn3)CC2)c2c(C)c(C(=O)Nc3ccccc3F)sc2n1
→ 2 | -1 | -5 | 31 | 5 | 1 | 1 | 6 | 1 | 1649
CCC/C=N/NC(=O)c1ccc(F)cc1
→ -10 | 0 | 4 | -8 | -2 | 1 | 6 | 3 | 1.1 | 1436

# Bioassay records (PubChem)
